Screening results as filed in PubChem BioAssay.
C diff growth – inhibitors of Clostridium difficile growth; Clostridium difficile clinical isolate growth, OD600, 24 h; stronger effect = lower value; growth activity, negative = inhibition, % at 16 µg/mL (by protocol); hit rate 0.25% among 86,000; AID 1259249;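 active means mean growth activity at or below -80% and every replicate also at or below -80%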;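 further: 0% = DMSO wells and -100% = levofloxacin 16 µg/mL wells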
T cruzi growth – T. cruzi proliferation inhibition | T. cruzi beta-gal in NIH3T3, GalScreen luminescence, 90 h | hit rate 5.9% among 77,000 | inhibition, % at 8.34 µM | AID 624255;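 active means mean inhibition above about 93%, with at least 55% of replicates each passing it, limit read from the data, passing the limit was not always enough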
KDM4C inh – KDM4C (human) demethylase inhibition | Q9H3R0 | GST-KDM4C 2-372, H3K9me3 peptide, LANCE TR-FRET | inhibition, % at 12.5 µM | hit rate 0.15% among 96,000;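 active means mean replicate inhibition above about 25%, with at least 55% of replicates also reaching it, limit read from the data, passing the limit was not always enough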
Target sequence (Q9H3R0 2-372 limits assumed): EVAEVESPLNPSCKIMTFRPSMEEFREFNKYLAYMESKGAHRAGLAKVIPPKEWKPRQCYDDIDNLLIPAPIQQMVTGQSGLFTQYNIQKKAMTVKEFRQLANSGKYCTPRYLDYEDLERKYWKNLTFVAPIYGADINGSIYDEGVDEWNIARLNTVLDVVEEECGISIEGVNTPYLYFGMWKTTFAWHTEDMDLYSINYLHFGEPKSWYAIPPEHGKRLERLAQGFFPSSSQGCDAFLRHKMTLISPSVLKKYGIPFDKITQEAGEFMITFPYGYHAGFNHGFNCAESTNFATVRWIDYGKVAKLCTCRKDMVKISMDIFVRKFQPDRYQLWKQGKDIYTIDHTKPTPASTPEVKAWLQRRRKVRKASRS
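Test system – GST-tagged GASC-1 (JMJD2C) catalytic fragment, aa 2-372 · Medium – HEPES buffer, pH 7.5, plus ascorbate · Reagent – H3K9me3 peptide with Fe(II)/2OG · Compound – one test concentration per compound · Timing – 30 min reaction, 60 min detection, RT · Technique – TR-FRET with Eu antibody and ULight streptavidin, EDTA stop · Read-out basis – inhibition from TR-FRET ratio decrease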
Pf Dd2 inh – inhibitors of Plasmodium falciparum Dd2 growth; hit rate 2.3% among 94,000; activity change, % at 10 µM; P. falciparum Dd2 growth, SYBR Green, 72 h; stronger effect = lower value; in the data active means activity change below about -80%
* marks the source's active call; other numbers are inactive results; nt = not tested or not shown; & = joins results of further samples; ! = repeats disagree.

smiles | C diff growth | T cruzi growth | KDM4C inh | Pf Dd2 inh
CCCNC(=O)N1[C@H](CO)[C@H](c2ccccc2)C12CN(C(=O)CC)C2 | 6.4 | nt | 1.3 | 7.3
COCC#Cc1ccc2c(c1)O[C@H](CN(C)S(C)(=O)=O)[C@H](C)CN([C@@H](C)CO)S2(=O)=O | -0.9 | -32.9 | 0.3 | 53.9
C[C@H](CO)N1C[C@H](C)[C@@H](CN(C)Cc2cccc3c2OCCCO3)OCc2cn(nn2)CCCC1=O | -1.4 | -57.4 | 1.5 | -6.1
CO[C@@H]1CN(C)C(=O)c2ccc(NS(C)(=O)=O)cc2OC[C@H](C)N(C(=O)c2ccc3c(c2)OCO3)C[C@H]1C | -1.1 | 32.3 | -1.2 | 9.5
O=C(N[C@@H]1CC[C@@H](CC(=O)N2CCCCC2)O[C@H]1CO)c1cccc(F)c1 | -0.7 | -8.3 | 0.8 | 16.3
Cc1cccc(-c2ccc([C@H]3[C@H]4CN(C(=O)c5ccncc5)CCCCN4[C@H]3CO)cc2)c1 | 12.1 | 31.8 | 1.4 | 2.5
C[C@H](CO)N1C[C@H](C)[C@@H](CN(C)C(=O)C2CCCCC2)OCCCC[C@H](C)Oc2ccc(N(C)C)cc2C1=O | -10.3 | 53.7 | 13.6 | -2.4
C[C@@H]1CN([C@@H](C)CO)C(=O)Cc2cc(NC(=O)C3CCCCC3)ccc2O[C@@H]1CN(C)Cc1ccncc1 | -2.8 | 59.5 | 1.0 | -3.7
O=C1CN(Cc2ccccc2)C[C@@H]2[C@H](c3ccc(-c4cccnc4)cc3)[C@@H](CO)N12 | 2.4 | nt | 0.2 | -9.5
C[C@@H]1CN([C@H](C)CO)S(=O)(=O)c2ccc(C#Cc3cccnc3)cc2O[C@@H]1CN(C)CC1CCOCC1 | 0.4 | -10.6 | -1.8 | -16.4
COCC#Cc1cnc2c(c1)C(=O)N([C@H](C)CO)C[C@@H](C)[C@@H](CN(C)C)O2 | -3.5 | -23.6 | 1.7 | 48.8
C[C@@H]1CN([C@H](C)CO)C(=O)c2cccc(NC(=O)c3ccncc3)c2O[C@H]1CN(C)Cc1ccc(C(=O)O)cc1 | 6.5&-1.9 | nt | 0.7 | 15.4
CC(C)CC#Cc1ccc2c(c1)O[C@H](CN(C)C(=O)c1cccnc1)[C@H](C)CN([C@H](C)CO)S2(=O)=O | 10.4 | 25.7 | nt | -8.9
C[C@H](CO)N1C[C@H](C)[C@H](CN(C)Cc2ccc(C(=O)O)cc2)Oc2ccc(NC(=O)Nc3ccc(F)cc3)cc2C1=O | 3.7&-0.4 | nt | 0.0 | -4.7
C[C@@H]1CN([C@H](C)CO)C(=O)c2cc(NS(=O)(=O)c3ccc(F)cc3)ccc2O[C@H]1CN(C)C(=O)Nc1ccc(F)cc1 | -4.9 | 6.6 | -0.5 | -5.4
COc1ccc2c3c([nH]c2c1)[C@@H](CO)N(Cc1ccccc1)CC31CN(S(C)(=O)=O)C1 | 7.9 | nt | 0.8 | -67.4
CNC(=O)C[C@H]1CC[C@@H]2[C@H](COC[C@H](O)CN2S(=O)(=O)c2ccc(Oc3ccccc3)cc2)O1 | 6.7 | 4.9 | -0.4 | 12.1
O=C(O)[C@@H]1[C@@H](CO)[C@@H]2Cn3c(ccc(-c4cncnc4)c3=O)[C@@H]2N1C(=O)C1CCC1 | -0.9 | 20.2 | 0.2 | 2.8
CCS(=O)(=O)Nc1ccc2c(c1)C(=O)N(C)C[C@H](OC)[C@@H](C)CN(CC1CCCCC1)[C@H](C)CO2 | nt | -24.1 | 9.7 | nt
Cc1ccc(S(=O)(=O)Nc2ccc3c(c2)CC(=O)N([C@H](C)CO)C[C@H](C)[C@@H](CN(C)Cc2ccc4c(c2)OCO4)O3)cc1 | -9.1 | 106.2* | 3.5 | -60.3
COc1ccc2c3c(n(C)c2c1)[C@@H](CO)N(C(=O)c1ccccn1)CC31CCN(C)CC1 | -1.1 | nt | -0.4 | -37.1
O=C(CCN1CCCCC1)N[C@H]1CC[C@H](CC(=O)N2CCC(Cc3ccccc3)CC2)O[C@@H]1CO | nt | -54.8 | 0.2 | -22.2
COc1cccc(C#Cc2ccc([C@H]3[C@@H](C#N)N(C(=O)c4ccccn4)[C@@H]3CO)cc2)c1 | -5.2 | 89.9 | -1.5 | -66.3
O=C(C[C@@H]1CC[C@H]2[C@@H](COC[C@@H](O)CN2C(=O)Nc2ccc(Cl)c(Cl)c2)O1)NC1CCC1 | -102.4*! | -78.0 | 0.1 | nt
CCC(=O)N1CCCCN2[C@H](CO)[C@@H](c3ccc(-c4ccc(F)cc4)cc3)[C@H]2C1 | -9.0 | 21.0 | 1.7 | 20.3

The closing four records of the section above come first, to join the parts:
smiles | C diff growth | T cruzi growth | KDM4C inh | Pf Dd2 inh
O=C(CCN1CCCCC1)N[C@H]1CC[C@H](CC(=O)N2CCC(Cc3ccccc3)CC2)O[C@@H]1CO | nt | -54.8 | 0.2 | -22.2
COc1cccc(C#Cc2ccc([C@H]3[C@@H](C#N)N(C(=O)c4ccccn4)[C@@H]3CO)cc2)c1 | -5.2 | 89.9 | -1.5 | -66.3
O=C(C[C@@H]1CC[C@H]2[C@@H](COC[C@@H](O)CN2C(=O)Nc2ccc(Cl)c(Cl)c2)O1)NC1CCC1 | -102.4*! | -78.0 | 0.1 | nt
CCC(=O)N1CCCCN2[C@H](CO)[C@@H](c3ccc(-c4ccc(F)cc4)cc3)[C@H]2C1 | -9.0 | 21.0 | 1.7 | 20.3
CO[C@@H]1CN(C)C(=O)c2ccc(NC(=O)C3CCC3)cc2OC[C@@H](C)N(Cc2ccncc2)C[C@H]1C | -2.4 | nt | -0.7 | -30.8
C[C@@H]1CCCCO[C@@H](CN(C)Cc2ccc3c(c2)OCO3)[C@@H](C)CN([C@@H](C)CO)C(=O)c2cc(NC(=O)CCCN(C)C)ccc2O1 | 3.2 | -35.7 | 2.5 | -47.7
C[C@H]1CCCCO[C@H](CN(C)Cc2ccc(C(=O)O)cc2)[C@@H](C)CN([C@@H](C)CO)C(=O)c2cc(NC(=O)Nc3ccccc3)ccc2O1 | -1.9 | -70.6 | 0.4 | 18.2
C[C@@H]1CN([C@H](C)CO)C(=O)c2cc(Br)cnc2O[C@@H]1CN(C)S(=O)(=O)c1ccccc1 | -0.2 | 60.7 | 6.7 | 15.4
CNC[C@@H]1OCCCC[C@@H](C)Oc2ccc(NC(=O)NC(C)C)cc2C(=O)N([C@@H](C)CO)C[C@H]1C | -1.7 | 18.1 | -0.4 | -26.5
C[C@H]1CN([C@@H](C)CO)C(=O)c2cc(C#CC3(O)CCCC3)cnc2O[C@H]1CN(C)C(=O)CC1CC1 | -2.2 | 49.8 | 0.3 | 39.0
C[C@@H]1CCCCO[C@H](CN(C)S(C)(=O)=O)[C@@H](C)CN([C@@H](C)CO)C(=O)c2cc(NS(=O)(=O)c3ccccc3)ccc2O1 | 10.7 | 2.3 | 2.2 | -8.4
CC(=O)N1CC[C@@H]2[C@H]1c1cc(C#Cc3cccnc3)ccc1N[C@@H]2CO | -10.4 | -7.5 | -0.8 | -3.5
COc1ccc(S(=O)(=O)N[C@@H]2CC[C@@H](CCNC(=O)CN3CCOCC3)O[C@@H]2CO)cc1 | 5.8 | -2.0 | nt | 18.3
CC(C)NC(=O)Nc1ccc2c(c1)C(=O)N([C@H](C)CO)C[C@H](C)[C@H](CN(C)CC1CCCCC1)O2 | 2.1 | -24.8 | 0.0 | 10.3
CC(C)NC(=O)Nc1cccc2c1O[C@H](CN(C)C(=O)NC(C)C)[C@H](C)CN([C@@H](C)CO)C2=O | -2.8 | 36.2 | -0.4 | 0.9
C[C@H](CO)N1C[C@H](C)[C@@H](CN(C)Cc2ccccc2)Oc2ccc(NS(C)(=O)=O)cc2CC1=O | 16.9 | 32.7 | 0.8 | 16.5
CN(C)CCCNC(=O)C[C@H]1CC[C@H]2[C@@H](COC[C@@H](O)CN2CC2CCCCC2)O1 | 59.0 | nt | 2.1 | -4.9
CC(C)NC(=O)Nc1cccc2c1O[C@@H](CN(C)Cc1ccc3c(c1)OCO3)[C@@H](C)CN([C@@H](C)CO)C2=O | -7.2 | nt | 3.9 | 0.1
O=C(C[C@@H]1CC[C@H]2[C@@H](COC[C@@H](O)CN2Cc2ccc(F)cc2)O1)N1CCc2ccccc2C1 | 4.5 | 28.0 | 3.1 | -0.7
O=C(Nc1cccc(F)c1)N1CC(=O)N2[C@H](C1)[C@H](c1ccc(-c3cccc(F)c3)cc1)[C@@H]2CO | -8.5 | nt | 0.9 | 25.9
C/C=C/c1ccc2c(c1)O[C@H](CN(C)C(=O)Cc1ccncc1)[C@@H](C)CN([C@@H](C)CO)S2(=O)=O | 1.9 | 20.3 | -4.0 | -79.5
CCCNC(=O)N1[C@H](CO)[C@@H](c2ccccc2)[C@@H]1CNC(C)=O | 9.6 | 12.6 | 0.1 | 5.4
O=C(C[C@@H]1C=C[C@H](NC(=O)CN2CCOCC2)[C@@H](CO)O1)NC1CCC1 | 1.9 | nt | -2.2 | 8.3
C[C@@H]1CN([C@@H](C)CO)C(=O)Cc2cc(NC(=O)NC3CCCCC3)ccc2O[C@H]1CN(C)C(=O)Nc1ccc2c(c1)OCO2 | 8.1 | 8.1 | -0.2 | -3.0
CC(C)C#Cc1cnc2c(c1)C(=O)N([C@H](C)CO)C[C@@H](C)[C@H](CN(C)C(=O)c1cccnc1)O2 | -1.0 | -27.6 | -1.0 | 37.6
O=C(Nc1cccc(F)c1)N1C[C@@H]2N[C@H](C1)C2c1ccc(-c2cccnc2)cc1 (some centres not stated) | 10.5&-7.3 | nt | -0.2&-0.5 | -51.1&-65.6
Cc1ccc(S(=O)(=O)N(C)C[C@H]2OCCCC[C@H](C)Oc3ccc(NS(=O)(=O)c4cccs4)cc3C(=O)N([C@@H](C)CO)C[C@H]2C)cc1 | nt | 58.3 | 1.2 | -85.0*
COc1cccc(S(=O)(=O)N2C[C@@H](O)COC[C@H]3O[C@@H](CC(=O)Nc4ccccc4)CC[C@@H]32)c1 | -6.3&-11.3 | 66.9 | -0.7 | -32.9
O=C(C[C@H]1C=C[C@@H](NS(=O)(=O)c2ccccc2)[C@H](CO)O1)N1CCC(Cc2ccccc2)CC1 | -11.8 | nt | 1.7 | -9.3

Records listed above shown as hits in Pf Dd2 inh.
smiles	C diff growth	KDM4C inh	Pf Dd2 inh
Cc1ccc(S(=O)(=O)N(C)C[C@H]2OCCCC[C@H](C)Oc3ccc(NS(=O)(=O)c4cccs4)cc3C(=O)N([C@@H](C)CO)C[C@H]2C)cc1	nt	1.2	-85.0*

Continuation:
smiles | C diff growth | T cruzi growth | KDM4C inh | Pf Dd2 inh
COc1ccccc1C(=O)Nc1ccc2c(c1)OC[C@H](C)NC[C@H](C)[C@@H](OC)CN(C)C2=O | -0.7 | nt | -0.4 | -6.7
O=C(c1ccccc1)N1CC(=O)N2[C@@H](CO)[C@@H](c3ccc(C#Cc4ccccc4)cc3)[C@@H]2C1 | -2.5 | nt | -0.6 | 24.0
O=C(NCC[C@H]1CC[C@H](NC(=O)C2CCCC2)[C@@H](CO)O1)c1cc(Cl)cc(Cl)c1 | -4.7 | nt | -2.7 | -2.2
CO[C@@H]1CN(C)C(=O)c2ccc(NC(=O)C3CCC3)cc2OC[C@@H](C)N(C(=O)CN(C)C)C[C@@H]1C | 2.7 | -30.1 | 1.0 | 5.5
C[C@H]1CN([C@@H](C)CO)C(=O)CCCn2cc(nn2)CO[C@H]1CN(C)S(=O)(=O)c1ccc(Oc2ccccc2)nc1 | -0.2 | nt | -0.2 | 3.3
COc1cccc(NC(=O)N[C@@H]2C=C[C@H](CC(=O)Nc3ccccc3)O[C@H]2CO)c1 | -2.8 | nt | -2.6 | -4.3
O=C(CN1CCOCC1)NCC[C@H]1CC[C@H](NC(=O)c2ccccc2F)[C@@H](CO)O1 | nt | -65.5 | 0.2 | 14.6
Cc1cccc(S(=O)(=O)N(C)C[C@@H]2OCc3cn(nn3)CCCC(=O)N([C@@H](C)CO)C[C@H]2C)c1 | 0.2 | 12.4&3.9 | -1.0 | -18.8&4.7
N#C[C@@H]1[C@@H](c2ccc(C#Cc3cccnc3)cc2)[C@@H](CO)N1C(=O)NC1CCCC1 | -15.7 | nt | nt | 5.5
CN1[C@@H]2Cn3c(cccc3=O)[C@H]1[C@@H](C(=O)NCC1CCCCC1)[C@@H]2CO | -2.1 | -52.8 | -1.3 | 10.5
COc1ccc(S(=O)(=O)Nc2ccc3c(c2)C(=O)N([C@@H](C)CO)C[C@H](C)[C@@H](CN(C)C(=O)c2ccncc2)OCCCC[C@@H](C)O3)cc1 | -2.3 | 28.4 | 6.0 | -61.5
CN1C(=O)c2cc(NC(=O)C3CCC3)ccc2OC[C@H]2O[C@@H](CC(=O)NCCc3ccncc3)CC[C@H]21 | 1.5 | nt | 0.1 | 19.5
C[C@H]1CCCCO[C@H](CN(C)S(=O)(=O)c2ccc(Cl)cc2)[C@@H](C)CN([C@@H](C)CO)C(=O)c2cc(NS(=O)(=O)c3cn(C)cn3)ccc2O1 | -5.2 | 46.1 | -0.4 | -54.9
C[C@H](CO)N1C[C@H](C)[C@@H](CN(C)S(=O)(=O)c2ccccc2)OCCCC[C@H](C)Oc2ccc(NC(=O)C3CCCCC3)cc2C1=O | -5.5 | 54.9 | 0.0 | -53.3
CN(C)Cc1cn(CC[C@@H]2CC[C@@H](NS(=O)(=O)c3ccccc3)[C@@H](CO)O2)nn1 | 0.7 | nt | 1.0 | nt
